Assay outcomes deposited in PubChem by Sanford-Burnham Center for Chemical Genomics.
PfGluPho inh: PfG6PD enzyme inhibitors, primary screen, biochemical, fluorescence intensity, uHTS; glucose-6-phosphate dehydrogenase-6-phosphogluconolactonase (Plasmodium falciparum 3D7); PfGluPho enzyme, NADPH resazurin-diaphorase fluorescence; inhibition, % at 20 µM; hit rate 0.78% among 350,000;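 active = inhibition reaching at least a set limit at 20 µM in the primary screen, cut at about 59% in these data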;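 also: 0% = DMSO wells with substrate and 100% = DMSO wells lacking glucose-6-phosphate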
SENP7 inh: SENP7 protease inhibitors, primary screen, biochemical, luminescence, uHTS. Sentrin-specific protease 7 (Homo sapiens), Q9BQF6. AID 434973, 2010. recombinant SENP7, Z-RLRGG-aminoluciferin luminescence, 40 min. inhibition, % at 5 µM. hit rate 1.5% among 330,000;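 active = inhibition above about 50% at the single test dose, limit read from the data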;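 also: plate controls were DMSO with enzyme for no effect and no enzyme buffer wells for full effect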
Apaf1 inhib: inhibitors of human Apaf-1 apoptosome, primary screen, biochemical, DEVD-Rh110 fluorescence, uHTS. Apoptotic protease-activating factor 1 (Homo sapiens), O14727. reconstituted apoptosome caspase-3 activity. inhibition, % at 20 µM. hit rate 0.71% among 330,000. AID 489030, 2010; active = inhibition of at least 40% at 20 µM;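 also: plate controls were DMSO wells for no effect and DEVD-CHO caspase inhibitor wells for full effect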
Target sequence (O14727 whole entry, looked up): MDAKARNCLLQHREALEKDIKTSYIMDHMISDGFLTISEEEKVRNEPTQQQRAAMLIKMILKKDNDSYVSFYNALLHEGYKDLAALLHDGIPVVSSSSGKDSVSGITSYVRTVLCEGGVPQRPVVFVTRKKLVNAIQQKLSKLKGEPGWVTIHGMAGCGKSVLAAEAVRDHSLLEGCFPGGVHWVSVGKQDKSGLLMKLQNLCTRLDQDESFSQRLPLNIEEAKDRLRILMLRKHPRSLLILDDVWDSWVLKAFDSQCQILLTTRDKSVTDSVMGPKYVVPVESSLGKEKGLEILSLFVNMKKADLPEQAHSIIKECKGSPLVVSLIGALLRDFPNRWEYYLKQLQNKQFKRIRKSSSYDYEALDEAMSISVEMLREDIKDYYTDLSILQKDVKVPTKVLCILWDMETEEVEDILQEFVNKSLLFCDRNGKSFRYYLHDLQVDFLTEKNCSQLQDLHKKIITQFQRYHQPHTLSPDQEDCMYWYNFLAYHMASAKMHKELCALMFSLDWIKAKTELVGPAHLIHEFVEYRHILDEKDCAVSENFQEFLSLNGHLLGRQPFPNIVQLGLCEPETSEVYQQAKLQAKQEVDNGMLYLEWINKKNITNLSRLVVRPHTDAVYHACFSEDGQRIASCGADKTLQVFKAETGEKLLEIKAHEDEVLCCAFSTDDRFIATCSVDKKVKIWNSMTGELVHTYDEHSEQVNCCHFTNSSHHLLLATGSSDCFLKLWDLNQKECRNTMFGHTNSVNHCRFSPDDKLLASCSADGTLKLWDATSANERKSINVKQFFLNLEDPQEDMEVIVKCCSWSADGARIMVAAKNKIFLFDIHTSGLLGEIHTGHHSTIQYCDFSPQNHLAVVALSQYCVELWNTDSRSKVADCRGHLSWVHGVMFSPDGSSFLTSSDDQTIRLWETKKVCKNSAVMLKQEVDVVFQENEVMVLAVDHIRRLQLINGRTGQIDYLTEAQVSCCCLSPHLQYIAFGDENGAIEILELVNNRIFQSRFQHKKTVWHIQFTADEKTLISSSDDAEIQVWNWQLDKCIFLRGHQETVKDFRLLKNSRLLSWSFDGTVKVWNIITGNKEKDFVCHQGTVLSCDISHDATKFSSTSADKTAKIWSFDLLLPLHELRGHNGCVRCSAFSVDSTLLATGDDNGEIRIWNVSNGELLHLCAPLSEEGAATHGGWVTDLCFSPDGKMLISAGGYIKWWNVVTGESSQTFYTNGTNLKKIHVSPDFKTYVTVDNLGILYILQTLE
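System: Apoptosome proteins | Medium: Hepes pH 7.5 with detergent and BSA | Also added: Cytochrome c trigger plus (Z-DEVD)2-Rh110 caspase-3 substrate | Incubation: 30 min compound preincubation, 50 min activation, room temperature | Detection: Rhodamine 110 fluorescence at Ex 480/Em 540 nm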
HKDC1 inhibitor: HKDC1 hexokinase inhibitors, primary screen, biochemical, fluorescence, uHTS. Q2TB90. recombinant HKDC1, G6PDH/diaphorase resazurin coupled fluorescence. inhibition, % at 20 µM. hit rate 0.16% among 340,000. AID 493160, 2011;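 active = inhibition above about 35% when tested at 20 µM, limit read from the data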;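 also: plate controls were DMSO wells with enzyme for no effect and DMSO wells lacking enzyme for full effect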
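Assay system: recombinant HKDC1 hexokinase; detection: coupled resazurin fluorescence, excitation 525 nm, emission 613 nm; benchmarks: DMSO-plus-enzyme-mix negative control, buffer-substituted positive control; compound dosing: single 20 µM dose; schedule: 90 min at room temperature in dark; also added: glucose plus 1 mM ATP as hexokinase substrates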
SENP8 block-1: human SENP8 protease inhibitors, primary screen, biochemical, fluorescence, Nedd8 protein substrate, uHTS; Sentrin-specific protease 8 (Homo sapiens), Q96LD8; recombinant SENP8; inhibition, % at 20 µM; hit rate 0.64% among 360,000; AID 602440, 2012; in the data active = inhibition mostly above about 40%, no sharp cut-off; inactive = mostly below about 27%
SENP1 inh: human SENP1 catalytic domain inhibitors, primary screen, biochemical, FRET, uHTS; recombinant SENP1 catalytic domain, CyPet-SUMO1-YPet FRET cleavage; inhibition, % at 10 µM; hit rate 0.21% among 360,000;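 active = inhibition at least 30% at 10 µM, raw YFP signal under a set limit, fluorescence ratio 0.5 to 1.5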;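 also: 0% = enzyme with DMSO and 100% = no enzyme wells; some results filed as inactive read as strong as hits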
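Assay system: hSENP1 catalytic domain, recombinant. Amount: SENP1 enzyme, 20 pM final. Schedule: 50 min reaction, RT, dark. Technique: FRET, CFP and YFP emission. Control set: no-enzyme wells low, DMSO-plus-enzyme wells high control.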
SENP8 block-2: SENP8 protease inhibitors, primary screen, biochemical, luminescence. Sentrin-specific protease 8 (Homo sapiens), Q96LD8. AID 2540, 2010. inhibition, % at 10 µM. purified SENP8, Z-RLRGG-aminoluciferin cleavage. hit rate 1.2% among 330,000; in the data active = inhibition above about 50%
SENP6 block: SENP6 protease inhibitors, primary screen, biochemical, luminescence, uHTS | Sentrin-specific protease 6 (Homo sapiens), Q9GZR1 | Recombinant SENP6 catalytic domain, aminoluciferin luminescence | inhibition, % at 10 µM | hit rate 1.8% among 330,000 | AID 2599, 2010;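 active = inhibition above about 50% at the single tested dose, limit read from the data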;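 also: plate controls were DMSO wells with enzyme for no effect and DMSO wells lacking enzyme for full effect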
Numbers without * were called inactive; . = no result given. This is a random part of the collection. About 3.6% of those tested had a hit in this group.

SMILES	PfGluPho inh	SENP7 inh	Apaf1 inhib	HKDC1 inhibitor	SENP8 block-1	SENP1 inh	SENP8 block-2	SENP6 block
COc1ccc(N=C2NN=C(c3ccc4c(c3)OCCO4)CS2)cc1	33	3	1	-84	-19	2	-7	-24
Cc1nn2c(C)c(C(=O)Nc3ccccc3)cnc2c1C#N	-16	-8	0	-6	-55	0	-12	-12
COc1ccccc1C1N(c2cc(Cl)ccc2OC)C(=O)C2CCCN21 (stereo unspecified)	1	4	-6	-8	17	0	3	18
CSc1nsc(/C=C/Nc2ccc(O)cc2C)c1C#N	25	-5	7	-1	-321	-24	-3	16
CCCCOc1ccc(CSc2nc(C)[nH]c2[N+](=O)[O-])cc1[N+](=O)[O-]	-39	2	-20	-1	29	4	11	36
COc1ccc(-c2noc(CCC(=O)N3CCN(c4cccc(F)c4)CC3)n2)cc1	-1	-7	12	-6	0	-2	.	.
COc1ccc(C23CC4CC(CC(C(=O)O)(C4)C2)C3)c(F)c1	-10	0	7	-4	2	0	-1	-21
O=C(CN1CCN(C(=O)CNC(=O)c2ccc3c(c2)OCO3)CC1)Nc1cccc(F)c1	-16	-4	6	-5	9	1	-1	7
O=C(CN1CCN(S(=O)(=O)c2ccc3ccccc3c2)CC1)N1CCc2ccccc2C1	-4	-1	6	5	27	1	4	-4
CC(=O)N1CN(C2CC(C)(C)NC(C)(C)C2)Cc2c1sc1c2CCCC1	0	3	-3	7	12	0	1	-8
O=C(Nc1ccccc1)c1ccc(C(=O)Nc2ccccc2)nc1	-5	49	-3	-5	0	1	-12	9
CCOc1ccc(N2C(=O)c3ccc(C(=O)OCc4c(C)noc4C)cc3C2=O)cc1	-21	-4	3	0	31	0	0	-7
CCN(CC(=O)N1CCOCC1)S(=O)(=O)c1cc(Cl)ccc1Cl	9	-3	-1	-8	1	1	-6	-3
NS(=O)(=O)c1ccc(NC(=S)NC2CCCCCC2)cc1	30	-8	11	0	11	-2	-7	5
CCCCC1C2=C(CCCC2=O)OC2=C1C(=O)CCC2	41	-1	3	-8	-2	-4	-13	-9
CCOC(=O)[C@H]1[C@H]2COc3ccc(C)cc3[C@@H]2N2C(=O)CN(Cc3ccccc3)C(=O)[C@@]12C	6	4	1	-8	-4	0	0	0
O=C(c1ccc(N2CCN(C(=O)c3ccccc3)CC2)cc1)c1cccc(F)c1	-1	-6	31	-6	-49	1	-3	-18
CCc1ccc(NC(=O)c2ccc(-n3cncn3)c([N+](=O)[O-])c2)cc1	18	3	13	4	18	1	1	-3
COCc1ccc(CN2CCCC(CCC(=O)NCc3cccc(OC)c3)C2)o1 (stereo unspecified)	-9	-1	-2	4	6	1	-11	9
COc1cccc(CN2CCSCC2)c1	-9	-4	-5	-5	14	2	6	-12
Cc1ccc(-n2c(SCC(=O)Nc3ccc4c(c3)OCCO4)nnc2-c2ccco2)cc1	-8	0	12	-8	31	0	-8	-2
CCCc1nc2c(c(=O)c3ccccc3n2C)c(=O)n1C1CCCCCC1	32	3	27	-7	24	-4	4	23
COc1cc(/C=N/NC(=O)NC2CCCCC2)cc(OC)c1O	27	-4	-14	0	4	1	1	4
CSc1ccc(C(=O)NCC(=O)O)cc1[N+](=O)[O-]	-3	1	-1	-5	33	2	-2	-6
O=C1c2ccc(Cl)cc2S(=O)(=O)c2cccc(C(=O)N3CCN(c4ncc(Br)cn4)CC3)c21	2	8	24	6	-4	1	-4	-1
COc1ccccc1N1CCN(CC(O)COc2ccc3c(c2)OCO3)CC1 (stereo unspecified)	1	7	-3	10	13	2	-4	5
O=C(O)CCNC(=O)c1ccc(N=Nc2ccc(O)c(C(=O)O)c2)cc1	.	12	-1	.	.	.	2	-8
CCCOc1ccc(C(=O)NC(=S)Nc2nc(C)c(C(=O)N(C)C)s2)cc1	-18	1	10	-8	12	-1	-1	3
COCCN1C=C(C(=O)OC)C(c2ccccc2Cl)C(C(=O)OC)=C1	17	-1	5	-5	-454	-40	2	-28
Cc1ccc(NS(=O)(=O)c2ccc(C(C)C)cc2)cc1S(=O)(=O)N1CCOCC1	-17	-2	12	8	11	3	-9	4
C=CCn1c(C(CC)CC(C)(C)O)n[nH]c1=S (stereo unspecified)	6	7	-8	8	9	1	3	5
O=C1C2(c3ccccc3)CN(CCO)CC1(c1ccccc1)CN(CCO)C2	-16	5	2	-8	15	2	7	5
COc1ccc(C[C@H]2CN3C(=NC[C@H]3C)N2CCNC(=O)c2ccc(C)c(Br)c2)cc1	-11	3	8	2	9	0	-15	-22
O=C(O)c1ccc(N(c2ccccc2)c2ccccc2)cc1	0	0	10	1	-494	0	-5	5
Cc1csc(NC(=O)CSc2nnc3ncccn23)n1	7	7	-1	-3	16	2	6	-19
COc1ccc(/C=C2\SC(=S)N(CCCC(=O)NNC(=O)c3ccccc3O)C2=O)cc1	-49	4	17	-13	17	2	1	-9
O=C(O)CCC(=O)NN1C(=O)c2ccccc2NC1c1ccc(F)cc1 (stereo unspecified)	-7	4	-9	-5	-390	-5	-1	30
O=C1Nc2ccccc2C12OCC(COc1ccc(Cl)cc1)O2 (stereo unspecified)	17	2	20	2	3	2	-3	7
CN(CC(=O)Nc1ccc(F)c(F)c1F)C(=O)/C=C/c1ccc(Cl)cc1	13	6	8	-11	11	2	-5	6
CCOC(=O)c1ccc(NC(=O)N2CCN(C(=O)c3ccco3)CC2)cc1	-24	0	0	5	12	0	-2	-1
CCCCSCc1cc(C(=O)O)oc1C(C)(C)C	-10	5	0	-12	7	1	-1	-14
CCOC(=O)c1ccc2c(c1)nc(C1CCN(S(=O)(=O)c3cccs3)CC1)n2CC	5	-9	22	7	-30	-1	-6	-39
CCCC[n+]1ccn(-c2nc3ccccc3nc2[N-]S(=O)(=O)c2ccc(Br)cc2)c1	-13	1	-13	6	-479	-62	2	-29
O=C(CCl)Nc1cc(SCC(O)CO)cc([N+](=O)[O-])c1 (stereo unspecified)	-2	.	.	-1	-2	3	.	.
O=C(c1ccc(Cl)nc1)N1CCN(S(=O)(=O)c2ccc(Cl)cc2)CC1	3	-3	1	-10	9	-1	-8	-13
Cc1cccc(NC(=O)c2ccccc2OCC(=O)N2CCCC2)c1C	.	2	-16	.	.	.	1	-4
CC1CN(C(=O)c2ccc(C(=O)c3ccccc3)cc2)CC(C)O1 (stereo unspecified)	-6	18	-11	-10	17	2	-3	-3
COc1cc(/C=C2\SC(=S)N(C(C(=O)O)c3ccccc3)C2=O)cc(OC)c1OC (stereo unspecified)	19	7	-15	0	16	6	0	-2
CCCCNCCCOc1cc(Cl)ccc1Cl	-4	-3	7	-7	30	1	-6	-11
CCCn1cc(CN2CCCC(C(=O)c3ccc4c(c3)OCO4)C2)c(C)n1 (stereo unspecified)	-16	4	-1	8	-32	-1	-6	-12
The results go on:
SMILES	PfGluPho inh	SENP7 inh	Apaf1 inhib	HKDC1 inhibitor	SENP8 block-1	SENP1 inh	SENP8 block-2	SENP6 block
O=C(COC(=O)/C(=C/c1cccs1)c1cccs1)NCc1ccccc1Cl	-4	-5	28	-2	4	-6	4	-1
COCCCn1c(=NC(C)=O)c(C#N)cc2c(=O)n3cccc(C)c3nc21	45	-7	10	13	-449	-42	7	0
C/C(=N\Nc1ccc(C(F)(F)F)cn1)c1ccncc1	39	-12	15	2	10	1	-6	-25
CCCOC(=O)CN1C(=O)c2ccc(C(=O)OCCC)cc2C1=O	-13	-2	7	-5	15	-2	-2	-6
COCCSc1ccccc1C(=O)N1CCCC1	-9	3	-30	2	17	3	2	-3
S=C(NCc1ccco1)NCc1ccco1	79*	.	.	-11	5	-2	.	.
COc1ccc(C)cc1NC(=O)C(OC(=O)c1cnc(C)cn1)c1ccccc1 (stereo unspecified)	-15	14	8	-2	1	2	-9	-10
CC(=O)Nc1ccc(SCC(=O)N(CCC#N)c2cc(C)cc(C)c2)cc1	-13	6	5	-2	7	1	-2	0
CC(=O)Nc1c(-c2ccc(Cl)cc2)c(=O)c2ccccc2n1C	8	1	-2	-2	-25	-7	-9	-6
O=C(c1ccc(COc2ccccc2Br)cc1)N1CCCCC1	3	1	19	4	16	-1	-11	5

A run of entries from further up, for reference:
SMILES	PfGluPho inh	SENP7 inh	Apaf1 inhib	HKDC1 inhibitor	SENP8 block-1	SENP1 inh	SENP8 block-2	SENP6 block
CC(=O)Nc1ccc(SCC(=O)N(CCC#N)c2cc(C)cc(C)c2)cc1	-13	6	5	-2	7	1	-2	0
CC(=O)Nc1c(-c2ccc(Cl)cc2)c(=O)c2ccccc2n1C	8	1	-2	-2	-25	-7	-9	-6
O=C(c1ccc(COc2ccccc2Br)cc1)N1CCCCC1	3	1	19	4	16	-1	-11	5

Molecules from the list above that contain an NH in an aromatic ring:
SMILES	PfGluPho inh	SENP7 inh	Apaf1 inhib	HKDC1 inhibitor	SENP8 block-1	SENP1 inh	SENP8 block-2	SENP6 block
CCCCOc1ccc(CSc2nc(C)[nH]c2[N+](=O)[O-])cc1[N+](=O)[O-]	-39	2	-20	-1	29	4	11	36
C=CCn1c(C(CC)CC(C)(C)O)n[nH]c1=S (stereo unspecified)	6	7	-8	8	9	1	3	5

The results go on.
SMILES	PfGluPho inh	SENP7 inh	Apaf1 inhib	HKDC1 inhibitor	SENP8 block-1	SENP1 inh	SENP8 block-2	SENP6 block
O=C(Nc1ccc2c(c1)CCC2)c1ccccc1	24	88*	-4	-8	4	2	82*	84*
Cc1ccc(S(=O)(=O)Cc2ccc(C(=O)N3CCC(C)CC3)cc2)cc1	1	-3	-4	3	4	3	-10	-22
COc1ccc(CN2CCN(c3nc4ccccc4s3)CC2)cc1	3	0	13	1	-4	-4	-1	9
Nn1c(Cc2ccccc2)nnc1Cc1ccccc1	-2	.	.	-7	-4	1	.	.
O=C(Cn1c(=O)n(Cc2ccco2)c(=O)c2ccccc21)Nc1cccc(Cl)c1	14	0	8	-3	15	-2	3	8
C/C(=N\NC(=O)c1csc(C)c1C)c1ccc(C)s1	12	8	-12	0	21	3	-5	-2
CCNC(=S)N(CCN(C)C)Cc1cc2cc(OCC)ccc2[nH]c1=O	2	5	-23	4	-481	-6	-6	-1
CNC(=O)CCn1nc(-c2ccc(C)cc2)c2ccccc2c1=O	4	3	0	-7	11	2	3	-14
Oc1ccc(N=Nc2ccccc2C(F)(F)F)c2cccnc12	8	11	16	-1	38	4	-9	-16
COc1cccc(NC(=O)CS(=O)(=O)Cc2nc(-c3ccc(C)cc3)oc2C)c1	1	3	8	-19	10	1	-12	-1
CCOC(=O)C1=C(c2ccccc2)Nc2ncnn2C1c1ccc(O)cc1 (stereo unspecified)	0	4	-9	2	11	3	3	6
O=C(CN1C(=O)NC(c2ccccc2)(c2ccccc2)C1=O)NC1CCCC1	6	-2	6	-3	-3	2	0	0
NC(=NCc1ccccc1)c1cccc([N+](=O)[O-])c1	2	1	-6	-6	1	3	0	-2
COC(=O)CNC(c1ccccc1)c1cc(Br)ccc1NC(=O)CCN1CCOCC1 (stereo unspecified)	10	9	1	9	0	1	4	9
